# Pin1 inhibitor: inhibitors of human Pin1 | Pin1 FP peptide displacement, HiFluor488, 10 min | 0.009% of 390,000 active | Potency, µM (top dose mostly 115 µM), for the others: top-dose activity, negative = inhibition, actives largely listed as inhibitors | AID 504891; active = well fitted inhibition curve with a large enough effect in the polarisation, with a control signal flat, not every such curve was filed as active; inconclusive = small, poorly fitted or top-dose-only effect, or effect the other way, or a change in a side signal; inactive = no such curve, though single readings can be large or run the other way; the % refers to the polarisation; also: potency is read from the fitted curve at half-maximal effect; % is scaled to controls: 0 for no effect and ±100 for the full control effect
# Target sequence (Q13526 whole entry, looked up): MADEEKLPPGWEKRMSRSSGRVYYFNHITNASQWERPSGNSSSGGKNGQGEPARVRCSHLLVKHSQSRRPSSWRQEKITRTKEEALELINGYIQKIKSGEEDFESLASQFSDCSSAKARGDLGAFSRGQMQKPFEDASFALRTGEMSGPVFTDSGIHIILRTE
# mIDH1 inhibitor: inhibitors of human mutant IDH1 R132H | AID 602179 | 0.093% of 390,000 active | IDH1-R132H enzyme, NADPH consumption, diaphorase/resazurin fluorescence | O75874 | Potency, µM (highest dose often 76.6 µM), for inactives: top-dose activity change, negative = inhibition, usual class: inhibitors; also: potency is read from the fitted curve at half-maximal effect; % is scaled to controls: 0 for no effect and ±100 for the full control effect; nearly all actives have a fitted effect of over 65% in size
#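 IDH1-R132H (0.5 ug/mL) preincubated 30 min with compound, then NADPH (0.016 mM) and alpha-KG (2 mM) added; 80 min at RT, pH 7.5. Remaining NADPH coupled via diaphorase/resazurin to fluorescence (540/590 nm); concentration-response curves normalized to no-enzyme control.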
# TrxR1 substrate: is turned over as a substrate by rat TrxR1; O89049; purified TrxR1 substrate turnover, NADPH consumption readout; Potency, µM (doses to about 114 µM), for the others: at the top dose activity change, negative = substrate turnover; 0.01% of 390,000 active; also: potency is read from the fitted curve at half-maximal effect; % is scaled to controls: 0 for no effect and ±100 for the full control effect; nearly all actives have a fitted effect of over 50% in size
#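 Rat TrxR1, dispensed at 90 nM, was prereduced with 400 uM NADPH (final) for 5 min at ~22 deg C, then incubated with compound 15 min before 400 uM selenite. A first-read NADPH fluorescence drop versus no-compound background flagged substrates.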
# USP1 inh: USP1/UAF1 (human) deubiquitinase inhibition. O94782. recombinant USP1/UAF1, Ub-Rhodamine cleavage fluorescence. Potency, µM (series often up to 57.1 µM), for inactives: at the highest dose activity change, negative = inhibition, most hits filed as inhibitors. 0.23% of 390,000 active; also: potency is read from the fitted curve at half-maximal effect; % is scaled to controls: 0 for no effect and ±100 for the full control effect; nearly all actives have a fitted effect of over 60% in size; inactives centre near -12
#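 Step one: compound is pinned into 1nM USP1/UAF1 in HEPES pH 7.8 buffer with TCEP. Step two: 15 min room-temperature incubation. Step three: Ub-Rho (150nM final) starts cleavage, tracked by fluorescence over six one-minute reads.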
# Tb PGK inh: inhibitors of T. brucei phosphoglycerate kinase; PGK/GAPDH coupled, Kinase-Glo luminescence, 60 min; Potency, µM (titrated, usually from 57.5 µM), without a hit: at the top dose activity change, negative = inhibition, hits mostly inhibitors; 0.043% of 380,000 active; AID 602233; also: potency is read from the fitted curve at half-maximal effect; % is scaled to controls: 0 for no effect and ±100 for the full control effect; nearly all actives have a fitted effect of over 60% in size
#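 Recombinant glycosomal PGK reaction used 1,3-bisphosphoglycerate generated in-well by GAPDH (100nM final) in 100mM TEA pH 7.6, 5mM MgCl2, 0.01% Tween-20. After 60 minutes at room temperature, ATP was read by Kinase-Glo Plus luminescence end-point.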
# PI4K2A block: PI4K2A (human) kinase inhibition. Q9BTU6. purified PI4K2A, ADP-Glo luminescence, 1 h; stronger effect = lower value. activity change, negative = inhibition, % at 76.9 µM. 0.13% of 420,000 active; in the data active = activity change below about -50%; inconclusive = mostly about -30% to -49%;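 also: -100% = wells without enzyme as full effect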
# Target sequence (Q9BTU6 whole entry, looked up): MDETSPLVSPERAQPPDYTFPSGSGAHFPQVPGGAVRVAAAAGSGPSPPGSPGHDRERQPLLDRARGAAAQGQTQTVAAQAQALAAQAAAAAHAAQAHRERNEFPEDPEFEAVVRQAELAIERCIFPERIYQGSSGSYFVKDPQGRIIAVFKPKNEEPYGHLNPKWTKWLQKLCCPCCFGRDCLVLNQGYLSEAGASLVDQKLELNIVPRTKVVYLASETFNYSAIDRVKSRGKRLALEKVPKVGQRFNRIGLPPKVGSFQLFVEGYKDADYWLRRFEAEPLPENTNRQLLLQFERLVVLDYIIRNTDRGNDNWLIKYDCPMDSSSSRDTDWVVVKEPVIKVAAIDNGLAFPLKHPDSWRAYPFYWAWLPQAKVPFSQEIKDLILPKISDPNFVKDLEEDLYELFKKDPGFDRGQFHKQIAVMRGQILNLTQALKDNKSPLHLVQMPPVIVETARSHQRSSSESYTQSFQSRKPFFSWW
#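 In this quantitative HTS, ADP production by PI4K2A was quantified luminescently after 1 h at ambient temperature; 100 microM adenosine served as plate-quality control.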
# rTrxR1 inhibitor: inhibitors of rat thioredoxin reductase 1 | Potency, µM (titrated, usually from 114 µM), for inactives: at the top dose activity change, negative = inhibition, most hits filed as inhibitors | 1% of 390,000 active | AID 588453 | recombinant rTrxR1, NADPH fluorescence consumption, selenite substrate | O89049; also: potency is read from the fitted curve at half-maximal effect; % is scaled to controls: 0 for no effect and ±100 for the full control effect; nearly all actives have a fitted effect of over 65% in size
#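 Rat TrxR1 (90 nM in the dispensed reagent) was pre-reduced with 400 uM NADPH for 5 min at room temperature, then incubated with compound for 15 min. After 400 uM selenite was added, NADPH fluorescence (Ex 340/Em 450 nm) was followed for 8 min.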
# HP1b chromo inh: HP1-beta chromodomain-methylated histone interaction inhibition; AlphaScreen HP1-beta / biotin-H3K9me3 peptide binding; Potency, µM (titrated, usually from 114 µM), without a hit: at the highest dose activity change, negative = inhibition, most hits filed as inhibitors; 0.56% of 390,000 active; also: potency is read from the fitted curve at half-maximal effect; nearly all actives have a fitted effect of over 70% in size; inactives centre near 23
# Target sequence (P83916 whole entry, looked up): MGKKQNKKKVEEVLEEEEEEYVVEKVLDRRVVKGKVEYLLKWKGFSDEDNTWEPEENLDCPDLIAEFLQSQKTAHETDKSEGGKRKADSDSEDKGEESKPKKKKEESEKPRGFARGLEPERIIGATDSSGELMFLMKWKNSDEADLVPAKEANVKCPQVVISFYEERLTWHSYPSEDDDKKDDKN
#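 Compound inhibition of the preformed complex between 50 nM HP1-beta and 50 nM biotinylated H3K9me3 peptide was read by AlphaScreen. Buffer was PBS pH 7.4 with 0.01% Tween-20. Incubations ran 30 min at room temperature, with 10 ug/mL donor/acceptor beads.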
# GLS inhibitor: blocks human kidney-isoform glutaminase activity; GLS enzymatic activity, qHTS titration; AID 624170; Potency, µM (top dose mostly 45.5 µM), for the others: top-dose activity change, negative = inhibition, hits mostly inhibitors; 0.21% of 410,000 active; also: potency is read from the fitted curve at half-maximal effect; % is scaled to controls: 0 for no effect and ±100 for the full control effect
#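 Glutamate formation by hKGA was monitored fluorometrically using coupled glutamate oxidase, HRP and Amplex Red. Substrate was added as 1 mM L-glutamine solution; incubation was 30 min at RT after an initial read.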
# * = called active by the depositor; i = inactive; ? = inconclusive; nt = no result given; & = joins results of further samples; [ ] = remark or other dose. Unless noted, calls follow the shape of the dose curve; as a rule, active = well fitted curve in the direction sought with a large enough effect; inconclusive = small, poorly fitted or top-dose-only effect, or another doubt; inactive = no such curve, though single readings can be large; an effect the other way counts as inactive or inconclusive.
# Every second line gives: Pin1 inhibitor | mIDH1 inhibitor | TrxR1 substrate | USP1 inh | Tb PGK inh | PI4K2A block | rTrxR1 inhibitor | HP1b chromo inh | GLS inhibitor
Cc1cc(C)cc(N(C(=O)c2csnn2)C(C(=O)NC(C)(C)C)c2ccncc2)c1 (centres undefined)
  -4% | 8% | 3% | -21% | i | 3 | 9% | 37%[activator] | -9%
CCOC(=O)c1c(-c2ccc(C)o2)csc1NC(=S)NC(=O)c1cccs1
  19% | 2% | -4% | -9% | 3% | -1 | -16% | -18% | 14%
CSC1=NCCN1S(=O)(=O)c1ccc2ccccc2c1
  8% | 5% | -1% | -21% | i | -3 | 14% | 33% | 0%
COc1ccccc1N1CCN(CC(=O)c2ccc3ccn(C(C)=O)c3c2)CC1
  3% | 12% | 4%[57.1 µM] | -31% | i | -4 | ? | 41%[activator] | 20%
CCOc1ccccc1NC(=O)COc1coc(CN2CCCc3ccccc32)cc1=O
  16% | 0% | 1% | -7% | 6% | -3 | -2% | -20% | 6%
Cc1ccc2occ(CC(=O)Nc3c(C)cccc3C)c2c1
  0% | -8% | -6% | -10% | 7% | -3 | -2% | 11% | -8%
N#Cc1ccc(NC(=O)c2cccs2)nc1
  -6% | 4% | 0% | -7% | -5% | -15 | 6% | 79%[activator] | 5%
CCN(CC)CCCNC(=O)CCCn1c(=O)[nH]c2ccc(Br)cc2c1=O
  35% | 9% | 11%[2.29 µM] | -22% | -10% | 1 | 17% | 12% | 0%
COc1ccccc1C(=O)NC1CCCCCCC1
  -4% | 8% | -6% | -15% | -3% | -1 | 3% | 50%[activator] | -15%
Cc1noc(C)c1COC(=O)COc1ccc2c(C)cc(=O)oc2c1
  -7% | 7% | 27% | -19% | -1% | 3 | -15% | 51%[activator] | ?

# Next structures.
# Every second line gives: Pin1 inhibitor | mIDH1 inhibitor | TrxR1 substrate | USP1 inh | Tb PGK inh | PI4K2A block | rTrxR1 inhibitor | HP1b chromo inh | GLS inhibitor
CCCOc1ccccc1C1NC(=O)NC(C)=C1C(=O)OCCOC(C)C (centres undefined)
  -2% | 0% | 13% | -5% | 5% | 0 | 19%[57.1 µM] | 23% | -4%
CCN1CCN(c2nc(N(C)c3ccccc3)nc(N)c2[N+](=O)[O-])CC1
  -8% | 12% | 21%[11.4 µM] | -9% | -3% | -10 | 35%[11.4 µM] | 8% | -12%
CC1(C)S[C@@H]2C(C(=O)OCc3ccccc3)NC(=O)N2C1C(=O)OCc1ccccc1 (some centres undefined)
  1% | 12% | -3%&-8% | -18% | -2% | 1 | 8%[57.1 µM] | 31% | -7%
CNC(=O)COC(=O)c1ccccc1Oc1ccccc1
  5% | 5% | -5% | -4% | -7% | -2 | 6% | 12% | 1%
CN1C(=O)C2(NCCc3c2[nH]c2ccccc32)c2ccccc21 (centres undefined)
  0% | 3% | -2% | -4% | 0% | -3 | -10% | 19% | 2%
CC(C)Nc1cc(C(F)(F)F)nc(-c2ccccn2)n1
  -3% | 0% | 12% | -10% | 0% | 1 | 9% | 37%[activator] | -12%
N#CCCN1CCN(S(=O)(=O)c2cc(Cl)ccc2Cl)CC1
  -1% | 3% | -2%[57.1 µM] | -7% | -2% | -3 | 13%[57.1 µM] | 23% | 2%
COc1ccc(C(=O)NN2CCOCC2)cc1[N+](=O)[O-]
  -11% | -13% | 4% | -3% | 0% | -4 | 28% | 18% | 2%
CC(NC(=O)CCCOc1ccc(Cl)cc1)c1ccccc1 (centres undefined)
  1% | 7% | 3% | -21% | -4% | 1 | 13% | 57%[activator] | -4%
O=C(NC1CCCCC1)c1ccc2c(c1)sc1nc(-c3ccccc3)cn12
  -7% | -13% | -1% | 6% | i | 4 | 10% | 16% | -10%

# One compound at a time, as listed above.
# `CCN(CC)CCCNC(=O)CCCn1c(=O)[nH]c2ccc(Br)cc2c1=O` is listed with Pin1 inhibitor = 35%; mIDH1 inhibitor = 9%; TrxR1 substrate = 11%[2.29 µM]; USP1 inh = -22%; Tb PGK inh = -10%; PI4K2A block = 1; rTrxR1 inhibitor = 17%; HP1b chromo inh = 12%; GLS inhibitor = 0%
# `CCCOc1ccccc1C1NC(=O)NC(C)=C1C(=O)OCCOC(C)C` (centres undefined) is listed with Pin1 inhibitor = -2%; mIDH1 inhibitor = 0%; TrxR1 substrate = 13%; USP1 inh = -5%; Tb PGK inh = 5%; PI4K2A block = 0; rTrxR1 inhibitor = 19%[57.1 µM]; HP1b chromo inh = 23%; GLS inhibitor = -4%

# Carrying on:
smiles,Pin1 inhibitor,mIDH1 inhibitor,TrxR1 substrate,USP1 inh,Tb PGK inh,PI4K2A block,rTrxR1 inhibitor,HP1b chromo inh,GLS inhibitor
Cc1ccc(CCNS(=O)(=O)c2cc(Br)cnc2N)cc1,-1%,17%,6%,-26%,3%,2,23%,31%,-11%
Cc1ccccc1OCc1nc2ccccc2c(=O)n1/N=C/c1c[nH]c2ccccc12,15%,8%,9%[57.1 µM],-11%,-3%,3,24%[57.1 µM],4%,-10%
CCCN(c1ccc(OCC)cc1)c1ncnc2nc[nH]c12,3%,9%,4%,?,-4%,-1,27%,26%,0%
CC(=O)Nc1ccc(C2=NN(CC#N)C(=O)SC2)cc1,5%,5%,-13%,1%,i,-1,-15%,28%,-15%
O=C(Nc1ccccc1N1CCCCC1)c1cccc(OC(F)F)c1,-10%,2%,13%[0.0914 µM],-12%,6%,0,16%[57.1 µM],109%[activator],-20%
CCCN(CCC)CCCNC(=O)Cn1ncn2c(cc3sc(CC)cc32)c1=O,-1%,-3%,2%,-1%,9%,-3,11%,13%,1%
Cn1ccc2cc(S(=O)(=O)N3CCCC(C(=O)NCc4ccccc4F)C3)ccc21 (centres undefined),7%,-14%,-3%[57.1 µM],-12%,1%,-8,14%[57.1 µM],11%[57 µM],2%
COc1ccc(C(C)=O)cc1COC(=O)c1cc(C)oc1C,4%,8%,-4%,-13%,2%,-3,10µM*,14%,6%
Cc1cccc(CN2C[C@]34C=C[C@@H](C[C@@H]3S2(=O)=O)O4)c1,-6%,-2%,0%[57.1 µM],-8%,-5%,-1,-11%[57.1 µM],38%,2%
CC(=O)N(C(C)=O)c1ncc2c([nH]c3ccccc32)c1C#N,-2%,8%,46%[activator],-19%,nt,17,-14%,14%,0%
CCOc1ccc(Oc2c(/C=N/NC(N)=O)c(C)nn2-c2ccccc2)cc1,-1%,-1%,5%,?,-15%,-1,28%,21%,-3%
O=C(NCc1ccccc1)N1CCC(c2nc3ccccc3[nH]2)CC1,7%,9%,10%,-10%,5%,-6,19%,29%,3%
Cc1cc(N/N=C/c2ccccc2O)c2ccccc2n1,16%,2%,-2%,-13%,-1%,3,6%,-5%,7%
Cc1[nH]c2ccccc2c1C(=O)C(=O)NCc1nnnn1-c1ccc(F)cc1,nt,0%,nt,4%,-3%,0,nt,nt,17%
O=S(=O)(c1cc(Cl)ccc1Cl)N1CCN(Cc2ccco2)CC1,-1%,-1%,-4%,-25%,-10%,2,-5%,3%,-3%
COc1ccc(N2CC(C(=O)Nc3ccc(N4CCOCC4)cc3)CC2=O)cc1 (centres undefined),2%,3%,5%,-2%,i,6,5%,20%,35%[activator]
Cc1ncc(CO)c2c1Oc1nc(-c3ccccc3F)nc(SCC(=O)N3CCCCC3)c1C2,7%,0%,-4%,-6%,6%,1,-8%,29%,2%
CC[C@H](C)[C@@H]1NC(=O)c2cc([N+](=O)[O-])cc(F)c2NCCCC[C@@H](C(N)=O)NC(=O)[C@H](CC(N)=O)NC1=O,-3%,-5%,-12%,-12%,4%,2,-14%,36%,0%
O=C(NC1CCCC1)C(c1cccs1)N(C(=O)c1csnn1)c1ccccc1F (centres undefined),4%,-10%,2%,-19%,-9%,2,17%,29%,-2%
Cc1ccc2nc(-c3ccccc3)c(NC(=O)c3ccco3)n2c1,?,5%,-9%,-19%,-4%,-6,-8%,29%,47%[activator]
CCN1C(=O)[C@H]2[C@@H](c3ccc(C)cc3)N3C(=O)N(c4cccc(Cl)c4)C(=O)[C@@]3(CC(C)C)[C@H]2C1=O,7%,-7%,-8%,19%,5%,-4,2%,64%[activator],2%
C=CCn1c(=S)[nH]c2sc3c(c2c1=O)CCCC3,8%,5%,-7%,5%,-4%,-5,?,27%,-21%
CC(=O)Nc1cccc(OCc2ccc(S(=O)(=O)Cc3ccccc3)cc2)c1,11%,-1%,-3%,-5%,-7%,1,13%,9%,-4%

# Shown as a hit in rTrxR1 inhibitor, of those listed so far:
SMILES	Pin1 inhibitor	TrxR1 substrate	USP1 inh	Tb PGK inh	PI4K2A block	rTrxR1 inhibitor	HP1b chromo inh	GLS inhibitor
COc1ccc(C(C)=O)cc1COC(=O)c1cc(C)oc1C	4%	-4%	-13%	2%	-3	10µM*	14%	6%

# 3 compounds from above with just rTrxR1 inhibitor:
smiles | rTrxR1 inhibitor
CC(C)Nc1cc(C(F)(F)F)nc(-c2ccccn2)n1 | 9%
CCN1C(=O)[C@H]2[C@@H](c3ccc(C)cc3)N3C(=O)N(c4cccc(Cl)c4)C(=O)[C@@]3(CC(C)C)[C@H]2C1=O | 2%
CCCN(c1ccc(OCC)cc1)c1ncnc2nc[nH]c12 | 27%

# Source: PubChem BioAssay

# These rows are one share of the data. The share of hits here may be higher or lower than overall.
